# PLK1 PBD block: inhibitors of human PLK1 polo-box domain binding. P53350. Plk1 PBD binding of FITC phosphopeptide, fluorescence polarization. Potency, µM, for the others: max response, negative = inhibition, actives largely listed as inhibitors. 360,000 tested, 2.8% active; also: potency is read from the fitted curve at half-maximal effect; series mostly up to about 57 µM; % is scaled to controls: 0 for no effect and ±100 for the full control effect; nearly all actives have a fitted effect of over 65% in size
# Target sequence (P53350 whole entry, looked up, the tested form may be a part): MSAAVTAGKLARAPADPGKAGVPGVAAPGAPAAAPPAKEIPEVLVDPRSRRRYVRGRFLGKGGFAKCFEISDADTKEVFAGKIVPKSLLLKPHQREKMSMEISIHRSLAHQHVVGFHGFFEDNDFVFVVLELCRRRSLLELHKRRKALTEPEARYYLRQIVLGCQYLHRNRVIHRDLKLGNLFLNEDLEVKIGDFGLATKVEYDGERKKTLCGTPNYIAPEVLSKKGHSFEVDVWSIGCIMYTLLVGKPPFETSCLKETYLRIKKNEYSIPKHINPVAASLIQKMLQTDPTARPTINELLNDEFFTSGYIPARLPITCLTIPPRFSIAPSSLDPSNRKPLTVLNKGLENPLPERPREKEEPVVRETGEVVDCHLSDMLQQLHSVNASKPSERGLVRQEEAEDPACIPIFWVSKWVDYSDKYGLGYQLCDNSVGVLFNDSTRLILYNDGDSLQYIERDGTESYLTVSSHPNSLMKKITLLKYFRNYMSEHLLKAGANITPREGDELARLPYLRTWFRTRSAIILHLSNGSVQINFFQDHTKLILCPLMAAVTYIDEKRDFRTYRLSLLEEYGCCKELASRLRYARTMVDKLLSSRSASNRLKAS
# EPAC1 antagonist: EPAC1 (human) antagonism; Potency, µM (highest dose often 115 µM), for the others: at the top dose activity change, negative = inhibition, most hits filed as inhibitors; EPAC1 GEF assay, Rap1b-BODIPY-GDP exchange fluorescence; 360,000 tested, 0.14% active;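 also: potency is read from the fitted curve at half-maximal effect; plate controls were vehicle for no effect and positive control for full effect; nearly all actives have a fitted effect of over 50% in size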
# EPAC2 ag: activates human EPAC2 exchange factor | AID 720711 | Q8WZA2 | EPAC2 activation, biochemical qHTS; response scale: 100% = 6.5 mM cAMP response | Potency, µM (series often up to 154 µM), inactives show top-dose activation, hits mostly activators | 360,000 tested, 0.079% active; also: potency is read from the fitted curve at half-maximal effect; nearly all actives have a fitted effect of over 50% in size
#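 Nucleotide exchange monitored as fluorescence drop when BODIPY-GDP leaves Rap1B. Reaction: 100 nM EPAC2, 250 nM RAP1B-BODIPY-GDP, 50 uM GDP, room temperature, kinetic read over 30 min. Activity expressed relative to 6.5 mM cAMP.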
# CCT chaperon mod: modulators of cytosolic chaperonin (CCT/TRiC) activity; 360,000 tested, 0.3% active; activity change, % (test concentration not listed), hits read low; purified chaperonin ATPase assay, HTRF ADP detection, 30 min; in the data active = activity change below about -30%; also: % is scaled to controls: 0 for no effect and ±100 for the full control effect
#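 We incubate TRiC, 40 or 20 nM final, with library compounds at 76 uM and 10 uM ATP for 30 min at 37 °C. ADP formed is detected with Transcreener HTRF reagents after 30 min at room temperature.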
# WRN helicase inh: WRN helicase (human) inhibition. AID 651768. Potency, µM (doses to about 114 µM), inactives show top-dose activity change, negative = inhibition, actives largely listed as inhibitors. WRN helicase unwinding, fluorescent forked duplex, kinetic. Q14191. 360,000 tested, 0.46% active; also: potency is read from the fitted curve at half-maximal effect; % is scaled to controls: 0 for no effect and ±100 for the full control effect; nearly all actives have a fitted effect of over 55% in size
#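 Enzyme (20 nM final) and test compound sit together 15 min at room temperature before substrate addition. Substrate is a single-forked duplex oligonucleotide (100 nM) labelled with fluorophore and quencher, with 2 mM ATP; helicase unwinding raises red fluorescence, read kinetically.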
# PI5P4K alpha inh: PI5P4K alpha (human) kinase inhibition | max response, % | PI5P4Kalpha enzyme, ADP-Glo luminescence, 60 min; active compounds read low | 330,000 tested, 1.2% active | AID 652105; active = max response of -50% or lower; inconclusive = between -30% and -50%; inactive = -30% or higher; also: value at the top dose of about 77 µM; % is scaled to controls: 0 for no effect and ±100 for the full control effect
# Target sequence (P48426 whole entry, looked up): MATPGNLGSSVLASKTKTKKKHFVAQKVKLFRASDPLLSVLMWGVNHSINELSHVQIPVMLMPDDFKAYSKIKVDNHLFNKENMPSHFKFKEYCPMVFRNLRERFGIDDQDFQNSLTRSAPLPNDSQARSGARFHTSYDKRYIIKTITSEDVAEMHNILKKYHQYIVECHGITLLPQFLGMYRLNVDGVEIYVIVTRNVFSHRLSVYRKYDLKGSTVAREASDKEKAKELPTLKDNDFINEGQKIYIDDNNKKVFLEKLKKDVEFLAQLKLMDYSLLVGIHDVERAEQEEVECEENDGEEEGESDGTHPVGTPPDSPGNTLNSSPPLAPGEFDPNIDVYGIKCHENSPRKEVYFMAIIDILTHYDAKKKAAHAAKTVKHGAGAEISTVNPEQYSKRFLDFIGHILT
#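 qHTS, 1536-well: enzyme/substrate mix, compound by pin tool, 5 microM ATP final; RT 60 min; ADP-Glo reagents 1 (45 min) then 2 (30 min); luminescence.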
# IL2 activator: activators of IL-2. AID 652025. IL-2 activation reporter assay, cell-based qHTS; stimulated with anti-CD3/CD4/CD28 beads; in transgenic mouse T cells. 360,000 tested, 0.065% active. activation, % (series mostly up to about 46 µM); in the data active = activation above about 50%; inconclusive = mostly about 30% to 49%; also: 0% is about no effect
#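 EGFP and DsRed fluorescence is measured by plate cytometry in unstimulated transgenic mouse T cells exposed to compound for 60 minutes, then stimulated 18 hours at 37 degrees C with anti-CD3/anti-CD4 beads plus anti-CD28.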
# EPAC1 ag: agonists of human EPAC1; EPAC1 agonist qHTS, biochemical assay; response scale: 100% = response to 6.5 mM cAMP; Potency, µM (titrated, usually from 154 µM), without a hit: at the top dose activation, usual class: activators; O95398; 360,000 tested, 0.073% active; also: potency is read from the fitted curve at half-maximal effect; nearly all actives have a fitted effect of over 60% in size
#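 EPAC1 100 nM, Rap1B–BODIPY-GDP 250 nM, unlabeled GDP 50 uM; compound titration; 5 min RT; kinetic read ex480/em540 at 5-min intervals ×30 min; data normalized to 6.5 mM cAMP agonist control.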
# * marks the source's active call; other numbers are inactive results; ? = inconclusive; · = no result given; [ ] = dose if it differs, or a comment. Unless noted, calls follow the shape of the dose curve; as a rule, active = well fitted curve in the direction sought with a large enough effect; inconclusive = small, poorly fitted or top-dose-only effect, or another doubt; inactive = no such curve, though single readings can be large; an effect the other way counts as inactive or inconclusive. Only part of the results is shown; the hit share may differ from the screen's.
# Order of values – PLK1 PBD block | EPAC1 antagonist | EPAC2 ag | CCT chaperon mod | WRN helicase inh | PI5P4K alpha inh | IL2 activator | EPAC1 ag
- Cc1c(NC(=O)Nc2ccc(Cl)c(Cl)c2)c(=O)n(-c2ccccc2)n1C
 : 0% | -2% | -3% | -1.4 | 9% | 14 | 0.5 | -8%
- CCOc1ccc(N(CC(=O)NCCc2ccc(Cl)cc2)S(=O)(=O)c2c(C)[nH]c(=O)[nH]c2=O)cc1
 : 5% | 6% | -3% | -0.4 | 2% | -3 | -0.8 | -9%
- COc1ccc(-c2noc(-c3ccc(Br)o3)n2)cc1
 : -1% | -4% | 6% | 0.3 | -2% | 1 | -1.8 | 12%
- O=C(Nc1ccc(Nc2ccccc2)cc1)c1cccc(F)c1
 : -8% | 5% | 9% | -1.6 | -4% | 2 | -0.1 | 13%
- CC(C)(C)c1ccc(-c2nnc3sc(-c4ccccn4)nn23)cc1
 : 21µM* | -19% | -7% | -2.9 | 0% | ? | -2.2 | -16%
- CC(=O)c1ccc(OC(=O)c2cccs2)cc1
 : -6% | 8% | 2% | -1.8 | 27% | · | 0.5 | 8%
- Cc1nc(Cl)cc(N/N=C/c2ccccc2)n1
 : -7% | -16% | 7% | -1.7 | 0% | 0 | -1.8 | 3%
- Cc1cccc(NC(=S)NCCc2c[nH]c3ccccc23)c1
 : -18% | 10% | -2% | -1.0 | -6% | 1 | -2.6 | 13%
- Cn1c(C(=O)NCCN2CCOCC2)cc2c(=O)n(C)c3ccccc3c21
 : -10% | -12% | 3% | 0.2 | 6% | 0 | -1.6 | -4%
- CCCc1nnc(NC(=O)CCC(=O)N2CCN(Cc3cc(Cl)ccc3OC)CC2)s1
 : -17% | 25% | 11% | -1.0 | 1% | -4 | -2.1 | 1%
- CSc1ccc(S(=O)(=O)N2CCC(C(=O)NCCc3ccccc3)CC2)cc1
 : -10% | -2% | 3% | 0.8 | -5% | 0 | 0.2 | 12%
- O=C(COC(=O)c1ncc(Cl)c(Cl)c1Cl)NCCc1ccccc1
 : -8% | -1% | 8% | -0.7 | 4% | 6 | -2.6 | 0%
- O=C(O)CCNS(=O)(=O)c1cccc(Br)c1
 : -7% | 11% | 8% | -1.3 | 1% | 2 | -0.7 | 17%
- CC(C)CN1C(=O)C(=O)N(CC(=O)Nc2cc(Cl)ccc2Oc2ccccc2)C1=O
 : 0% | -23% | -5% | -0.5 | -12% | 5 | 6.7 | 13%
- COc1ccc(C(=O)NNC(=O)CCC(=O)Nc2cc(C)on2)cc1
 : -7% | -5% | 7% | -1.3 | -3% | 1 | 0.1 | 4%
- CCN1CCN(C(=O)c2oc(=O)c3ccccc3c2-c2ccc(C)cc2)CC1
 : -4% | -1% | 0% | -0.8 | -11% | -5 | 0.5 | 9%
- C=CC[C@@H](CC(=O)OC(C)(C)C)C(=O)OC[C@@H]1CCCN1C(=O)[C@@H](CC=C)CC(=O)N[C@@H](CO)Cc1ccccc1
 : 2% | -15% | 0% | 1.9 | 1% | 1 | -2.0 | -20%
- COc1ccc(C2C(C(=O)O)c3ccccc3C(=O)N2C)cc1Br (centres undefined)
 : -3% | -4% | 2% | -2.0 | -2% | -4 | -1.4 | -6%
- CCOc1ccc(-c2csc3nc[nH]c(=O)c23)cc1
 : -4% | 0% | 2% | 1.7 | 1% | -2 | -2.6 | 3%
- CCOc1ccc(S(=O)(=O)N2CCN(c3ccccc3F)CC2)c2cccnc12
 : -10% | ? | 18% | 0.0 | -25% | 7 | -0.3 | 21%
- COc1ccc(-c2cc3c(=O)n(CC(=O)Nc4ccc(Cl)cc4)nc(C)n3n2)cc1
 : -20% | -5% | 8% | -4.2 | 0% | 1 | -2.7 | 1%
- O=C(CSc1cccc[n+]1[O-])Nc1cc(S(=O)(=O)N2CCOCC2)ccc1Cl
 : -14% | 2% | 18% | -7.4 | -3% | 1 | -2.3 | 3%
- Cn1cccc1/C=N/NC(=O)c1ccn[nH]1
 : -4% | 2% | 9% | -2.1 | 2% | 3 | 1.1 | 11%
- CC1CCN(Cc2c(C(=O)N3CCc4ccccc4C3)nc3ccc(Cl)cn23)CC1
 : -24% | -28% | 6% | -0.3 | 3% | 9 | -3.0 | -7%
- Cc1cc(C(=O)CS(=O)(=O)c2ccccc2)cc(C)c1O
 : -6% | 1% | 6% | 3.5 | 0% | -1 | 0.5 | 13%
- Cc1nc2ccccc2nc(C)c1=NOCc1cccc(Cl)c1
 : 2% | -28% | 11% | -0.1 | -13% | 2 | 0.2 | 10%
- CC(=O)N1CCCc2cc(S(=O)(=O)N3CCCC(C(=O)Nc4cccc(F)c4)C3)ccc21 (centres undefined)
 : 4% | 0% | 4% | 1.1 | 7% | -2 | -4.0 | -12%
- Cc1nc2cc(Cl)ccc2n1-c1ccccc1
 : -6% | -6% | 8% | -2.0 | 7% | · | -1.7 | 0%
- CCc1ccc(C(C)(O)C(CN2CCOCC2)c2ccccc2)cc1 (centres undefined)
 : -7% | 0% | -5% | -6.0 | -3% | -4 | 1.2 | 4%
- COc1ccc(C(C)=O)cc1CSc1nnnn1-c1ccc(O)cc1
 : ? | -8% | 14% | 0.9 | -1% | -5 | -0.3 | 0%
- O=C(Cc1ccc(Cl)cc1)NCC(=O)N1CCC2(CC1)NCCc1[nH]cnc12
 : 7% | -3% | -3% | 3.0 | -3% | 3 | -1.5 | -2%
- COc1ccc(CNC(=O)C2CC(C)=C(C)CC2C(=O)O)cc1 (centres undefined)
 : -1% | 6% | 5% | -1.6 | -2% | · | -1.8 | 1%
- Cn1nc(N)c2c(-c3ccccc3)c(C#N)c(N)nc21
 : -1% | 3% | 8% | -0.7 | -26%[57.1 µM] | 8 | -0.9 | 6%
- O=C(O)c1ccc2c(c1)-c1cc(C(=O)O)ccc1S2(=O)=O
 : -8% | 11% | 7% | 0.3 | 11% | -74* | -2.5 | 6%
- COc1cccc(NC(=O)CN(c2ccc([N+](=O)[O-])cc2)S(=O)(=O)c2ccccc2)c1
 : 0% | -15% | 8% | 0.0 | -13%[57.1 µM] | 0 | -0.5 | 7%
- CC1(C)Cc2c(sc3nc(NCCN4CCOCC4)n4ncnc4c23)CO1
 : -6% | 6% | 12% | -1.1 | 10% | 4 | -0.4 | -7%
- Cc1ccc(S(=O)(=O)CCC(=O)Nc2ccc3nc(C)sc3c2)cc1
 : -13% | -12% | 3% | 2.7 | 12% | -9 | 0.3 | -15%
- COc1ccc(CN(C(=O)c2ccccc2Br)C2CCS(=O)(=O)C2)cc1 (centres undefined)
 : -11% | 10% | 0% | -0.7 | 2% | 4 | -0.9 | 7%
- O=C(CCCc1ccccc1)Nc1cccnc1Cl
 : 1% | -13% | 1% | -1.4 | -5% | 1 | 2.0 | 7%
- CN(CC(=O)Nc1cccc(F)c1)C(=O)CCNC(=O)c1ccco1
 : 3% | 10% | 4% | 0.3 | 2% | -1 | 0.8 | -2%

# Grouped by structure, those above with fluorine
# Order of values – PLK1 PBD block | EPAC1 antagonist | EPAC2 ag | CCT chaperon mod | WRN helicase inh | PI5P4K alpha inh | IL2 activator | EPAC1 ag
- O=C(Nc1ccc(Nc2ccccc2)cc1)c1cccc(F)c1
 : -8% | 5% | 9% | -1.6 | -4% | 2 | -0.1 | 13%
- CCOc1ccc(S(=O)(=O)N2CCN(c3ccccc3F)CC2)c2cccnc12
 : -10% | ? | 18% | 0.0 | -25% | 7 | -0.3 | 21%
- CC(=O)N1CCCc2cc(S(=O)(=O)N3CCCC(C(=O)Nc4cccc(F)c4)C3)ccc21 (centres undefined)
 : 4% | 0% | 4% | 1.1 | 7% | -2 | -4.0 | -12%
- CN(CC(=O)Nc1cccc(F)c1)C(=O)CCNC(=O)c1ccco1
 : 3% | 10% | 4% | 0.3 | 2% | -1 | 0.8 | -2%

# New compounds follow
SMILES,PLK1 PBD block,EPAC1 antagonist,EPAC2 ag,CCT chaperon mod,WRN helicase inh,PI5P4K alpha inh,IL2 activator,EPAC1 ag
CCOC(=O)c1ccccc1NC(=O)COC(=O)C1CC(=O)N(c2ccc3c(c2)OCCO3)C1 (centres undefined),1%,-13%,1%,-0.3,-9%,10,-0.5,4%
CCCc1c(C(=O)Nc2ccc(F)cc2F)cnn1-c1ccccc1,4%,0%,12%,0.2,0%,7,1.3,2%
COc1ccc(C(=O)N/C(=C\c2ccco2)C(=O)NC2CCS(=O)(=O)C2)cc1 (centres undefined),-12%,2%,11%,-5.7,-2%,-2,0.3,8%
Cc1c(NC(=O)C(=O)/C=C(/O)c2ccccc2)c(=O)n(-c2ccccc2)n1C,28%,2%,6%,-1.0,-2%,4,-1.1,1%
CN(C)c1oc(-c2ccccc2F)nc1C#N,-4%,-6%,13%,-3.7,-21%,0,-1.8,2%
COc1ccccc1C(=O)NC(=O)COC(=O)Cn1cnc2c1c(=O)n(C)c(=O)n2C,-1%,-22%,5%,1.3,3%,5,1.1,11%
O=S(=O)(NCCC1=CCCCC1)c1ccccc1Cl,-13%,-27%,18%,-0.7,-3%,2,2.4,6%
COc1cc(/C=N/n2cnc3c(sc4nc(C)cc(C)c43)c2=O)ccc1O,2%,18%,-1%,-2.3,2%,-2,-0.6,2%
Cn1c(=O)[nH]c2nc[nH]c2c1=O,-1%,-10%,0%,0.7,-2%,0,0.3,-3%
Cn1cc(Cl)nc1C(O)c1ccccc1 (centres undefined),3%,25%,1%,0.7,-31%[57.1 µM],1,0.1,-7%
COCc1cc(=O)n2c(-c3ccccc3OC)n[nH]c2n1,-3%,11%,2%,1.3,-13%,·,-1.4,-5%
CCn1cc(C(=O)Nc2cccc(C(=O)OC)c2)c(=O)c2ccc(C)nc21,-6%,4%,-1%,-1.3,-1%[57.1 µM],·,0.1,4%
Cc1ccc2c(c1)cc(CN(Cc1cccnc1)C(=O)c1ccccc1)c1nnnn12,6%,5%,-4%,1.8,-8%,-4,1.6,-7%
COCCOc1nc2c(c(=O)n(C)c(=O)n2C)n1Cc1cccc(OC)c1,-5%,-3%,5%,-2.2,1%,-3,-2.6,2%
CC(=O)c1c(C)[nH]c(C(=O)OCc2ccc(F)cc2Cl)c1C,-6%,3%,1%,-4.4,0%,0,-0.3,-2%
CC(=O)Nc1cccc(Nc2cc(C)nn2C)c1,-10%,10%,12%,-0.9,7%,-8,0.0,-12%
C=CC(=O)NN(C)c1ncc(C(F)(F)F)cc1Cl,-6%,9%,5%,0.5,-6%,-1,0.6,10%

# High-throughput results (PubChem)
